AmpC no deterg – blocks E. coli AmpC beta-lactamase in detergent-free assay | P00811 | AmpC nitrocefin hydrolysis, absorbance 480 nm, 0.0001% Triton | Potency, µM (titrated, usually from 57.1 µM), without a hit: at the top dose activity change, negative = inhibition, usual class: inhibitors | 0.52% of 330,000 active | AID 485341;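 further: potency means the concentration at half of the fitted maximal effect; plate controls were no compound for no effect and no enzyme for full effect; nearly all actives have a fitted effect of over 20% in size; some results filed as inactive show a strong effect at the top dose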
Target sequence (P00811 whole entry, looked up): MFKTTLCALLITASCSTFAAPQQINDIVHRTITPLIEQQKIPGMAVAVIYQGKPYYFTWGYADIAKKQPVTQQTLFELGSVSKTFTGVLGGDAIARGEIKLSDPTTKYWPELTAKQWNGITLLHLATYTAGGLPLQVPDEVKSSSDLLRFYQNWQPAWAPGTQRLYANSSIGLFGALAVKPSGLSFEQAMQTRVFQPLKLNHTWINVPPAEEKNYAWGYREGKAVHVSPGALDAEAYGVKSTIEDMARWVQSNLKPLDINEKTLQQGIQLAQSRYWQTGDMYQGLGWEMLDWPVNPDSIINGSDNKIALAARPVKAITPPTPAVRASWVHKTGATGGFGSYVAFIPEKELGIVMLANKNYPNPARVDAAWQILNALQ
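20 mM phosphate pH 7.0 + 0.01% (detergent screen) or 0.0001% Triton X-100; 5.3 nM AmpC reagent; cpd preinc 15 min RT; nitrocefin (800 uM stock) to start; A480 q20 s × 4 min; Activity was normalised to no-enzyme and no-compound control wells.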
TbPYK inhibitor – inhibitors of Trypanosoma brucei pyruvate kinase; Q57TT1; TbPYK enzyme, Kinase-Glo Plus ATP luminescence, 45 min; Potency, µM (highest dose often 76.8 µM), inactives show at the top dose activity, negative = inhibition, hits mostly inhibitors; 0.12% of 410,000 active; AID 624173; further: potency means the concentration at half of the fitted maximal effect; nearly all actives have a fitted effect of over 50% in size
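Activity of T. brucei pyruvate kinase was followed by Kinase-Glo Plus luminescence after the enzyme reacted 45 min at room temperature with 130 uM ADP (final) and substrate. Test compounds were added before ADP at multiple concentrations.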
LmPK inhibitor – blocks Leishmania mexicana pyruvate kinase activity | purified LmPK, Kinase-Glo ATP luminescence, 1 h | Potency, µM (series often up to 57.5 µM), inactives show at the top dose activity change, negative = inhibition, actives largely listed as inhibitors | 0.37% of 290,000 active; further: potency means the concentration at half of the fitted maximal effect
Target sequence (Q27686 whole entry, looked up): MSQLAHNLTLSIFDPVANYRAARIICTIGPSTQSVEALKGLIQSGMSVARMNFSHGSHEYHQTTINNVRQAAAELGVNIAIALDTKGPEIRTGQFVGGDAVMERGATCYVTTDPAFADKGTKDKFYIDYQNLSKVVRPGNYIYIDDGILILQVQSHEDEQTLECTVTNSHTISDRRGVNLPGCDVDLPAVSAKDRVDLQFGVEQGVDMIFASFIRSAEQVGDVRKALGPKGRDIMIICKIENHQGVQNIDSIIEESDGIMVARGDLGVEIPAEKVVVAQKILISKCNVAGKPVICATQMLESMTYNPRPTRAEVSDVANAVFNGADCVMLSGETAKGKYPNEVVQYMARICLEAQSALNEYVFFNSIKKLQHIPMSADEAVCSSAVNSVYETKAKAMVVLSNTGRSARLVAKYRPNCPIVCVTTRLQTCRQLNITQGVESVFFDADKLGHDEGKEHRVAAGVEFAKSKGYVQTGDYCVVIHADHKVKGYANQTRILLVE
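ATP generated from ADP (0.1 mM) and PEP (0.5 mM) by 0.1 nM LmPK over 1 h at room temperature (pH 7.2 imidazole buffer) was detected by coupled luciferase luminescence. Values were normalized to uninhibited and no-enzyme wells.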
HCMV inh – human cytomegalovirus inhibition; HFF cells, HCMV-luciferase reporter, 72 h; stronger effect = lower value; activity change, negative = inhibition, % at 57.5 µM; 4.5% of 410,000 active; AID 1259415; in the data active means activity change below about -60%; inconclusive means no clear call, values can overlap the other calls; inactive means above about -39%
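Two compound doses tested in HFFs infected with HCMV-luciferase, MOI 1 PFU/cell, 72 h at 37C. Lysate luminescence read with OneGlo; data normalized against buffer-only and 10uM Salinomycin inhibitor controls.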
HCV inh – blocks hepatitis C virus; Huh7.5.1 HCVcc-Cre infection, luciferase reporter, 44 h; Potency, µM (doses to about 41.8 µM), for inactives: top-dose activity change, negative = inhibition, most hits filed as inhibitors; 3.4% of 340,000 active; AID 651820; further: potency means the concentration at half of the fitted maximal effect
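Luciferase read-out (15 sec integration) after a 15 min room-temperature substrate step quantifies HCVcc-Cre infection. Cells, 1,000 per well, had compound added 4 h post-plating, then virus at ~0.5 moi, and were cultured 44 h.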
AmpC detergent – blocks E. coli AmpC beta-lactamase in detergent assay | Potency, µM (top dose mostly 114 µM), for the others: at the highest dose activity change, negative = inhibition, hits mostly inhibitors | AID 485294 | AmpC hydrolysis of nitrocefin, absorbance 480 nm, 0.01% Triton | 0.041% of 370,000 active;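 further: potency means the concentration at half of the fitted maximal effect; 0% = no-compound wells and -100% = no-enzyme wells; nearly all actives have a fitted effect of over 25% in size; some results filed as inactive show a strong effect at the top dose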
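AmpC (5.3 nM in the dispensed reagent) in 20 mM phosphate pH 7.0 with 0.01% (detergent screen) or 0.0001% Triton X-100 was preincubated with compounds for 15 min at room temperature. Nitrocefin was then added from an 800 uM solution, and hydrolysis was followed at 480 nm.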
AMA1-RON2 inh – disrupts binding of P. falciparum AMA1 to RON2; Potency, µM (top dose mostly 58.2 µM), without a hit: at the highest dose activity change, negative = inhibition, hits mostly inhibitors; AlphaScreen AMA1-biotinylated RON2 peptide binding; 0.2% of 360,000 active;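 further: potency means the concentration at half of the fitted maximal effect; 0% = vehicle wells and -100% = peptide control; nearly all actives have a fitted effect of over 45% in size; some results filed as inactive show a strong effect at the top dose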
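AMA1 (3D7) with his tag at 25 nM final met compounds first, then biotinylated RON2 peptide at 25 nM; detection used donor plus acceptor beads, 10 µg/mL apiece, read by AlphaScreen after 30 min at room temperature.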
Numbers without * were called inactive; u = inconclusive; x = not tested or not shown; & = joins results of further samples; [ ] = remark or other dose. Unless noted, the call rests on the fitted dose curve; in most records, active means well fitted curve in the direction sought with a large enough effect; inconclusive means small, poorly fitted or top-dose-only effect, or another doubt; inactive means no such curve, though single readings can be large; an effect the other way counts as inactive or inconclusive. Unless noted, on the % scale 0 is the no-effect control and ±100 the full control effect.

item	Molecule	HCMV inh	HCV inh	TbPYK inhibitor	LmPK inhibitor
1	CCc1nonc1NC(=O)c1oc2ccccc2c1C	-23&35	-25%	-2%&2%	-2%
2	CN1C2CCC1/C(=C\c1ccccc1Cl)C(=O)/C2=C\c1ccccc1Cl	x	0%	x	-12%
3	Nn1cnnc1SCC(=O)Nc1ccc2c(c1)OCO2	x	16%	-4%	-5%
4	CCOC(=O)c1c(N)sc2c(NC(C)=O)cccc12	-17	18µM*	3%	2%
5	COC(=O)[C@@H]1C[C@H]2CC[C@H](O)C[C@H]2N1Cc1ccc(C)s1	8	-29%	-1%	0%
6	CC(=O)N1CC(C)c2scc(C)[n+]2-c2ccccc21 (stereo unspecified)	-12	-11%	-3%	-6%
7	Cc1ccccc1OCC(=O)NC(=S)Nc1cccc2cc(O)ccc12	u	-1%	-7%	-6%
8	Cc1cc(=O)[nH]c(N/N=C/c2ccc(OC(=O)c3cccnc3)cc2)n1	-65*	-2%	5%	4%
9	CC(=O)Nc1cccc(/C(C)=N/NC(=O)c2cccc(S(=O)(=O)N3CCCC3)c2)c1	-20	x	4%	x
10	Cc1occc1C(=O)N1CCN(S(C)(=O)=O)CC1	12	-4%	-12%	-5%
11	COc1ccc(-n2c(C)nc(N)c2C(=O)c2ccccc2)cc1	-30	-4%	4%	0%
12	COc1cc2c(cc1OC)CN(C(=O)Cc1ccccc1)CC2	4	13%	-5%	-8%

item	AmpC detergent	AMA1-RON2 inh	AmpC no deterg
1	3%&19%	-1%	-18%
2	0%	x	-5%
3	3%	-8%	-16%
4	-9%	-9%	-11%
5	-5%	9%	-2%
6	u	13%	0%
7	-2%	57%[activator]	155%
8	-14%	11%	-25%
9	x	15%	x
10	-11%	-3%	-15%
11	-3%	-9%	-8%
12	-8%	-4%	16%

More records follow:
item	Molecule	HCMV inh	HCV inh	TbPYK inhibitor	LmPK inhibitor
13	Nc1nnnn1/N=C/c1cc(Cl)cc(Cl)c1OCc1ccc(Cl)cc1Cl	-28	-11%	-1%	1%
14	Cc1c(C(=O)N(Cc2ccc(Cl)cc2)C2CCS(=O)(=O)C2)oc2ccccc12 (stereo unspecified)	2	-29%	3%	2%
15	O=C(c1ccc(-c2ccccc2)c(F)c1)C1CCCN(CCO)C1 (stereo unspecified)	-31	11µM*	-2%	1%
16	COC(=O)c1ccc(Cn2nc(C)cc2C)cc1	1	27%	-1%	9%
17	Cc1cccc(C)c1NC(=O)C1(C)CCC(=O)N1CCOc1ccccc1 (stereo unspecified)	-26	x	0%	x
18	COc1cccc(NC(=O)Nc2cc(Cl)ccc2C)c1	-60*	-6%	-1%	-2%
19	CC(C)(C)c1ccc(C(=O)NCCCNC(=O)c2ccco2)cc1	23	4%	0%	10%
20	Cc1ccccc1-c1nc(CS(=O)(=O)CC(=O)NCC(C)c2ccccc2)c(C)o1 (stereo unspecified)	10	x	-5%	x
21	O=C(Cc1ccc(Br)cc1)N1CCCC1	42	-10%	-5%	-2%
22	Cc1ccc(C(=O)N(Nc2nc3ccccc3s2)C(=O)c2ccc(C)cc2)cc1	-5	6%	-2%	0%
23	COc1ccc(S(=O)(=O)N/N=C(/C)c2ccc(Cl)cc2)cc1	-10	-16%	-2%	3%
24	O=c1c2ccc(Cl)cc2nc(-c2ccc([N+](=O)[O-])cc2)n1O	-98*	-23%	2%	-6%

item	AmpC detergent	AMA1-RON2 inh	AmpC no deterg
13	3%	14%	-34%
14	-13%	-2%	60%[activator]
15	3%	1%	41%
16	2%	8%	-4%
17	x	-1%	x
18	1%	-5%	-49%
19	-13%	-12%	19%
20	-5%	x	x
21	-3%	15%	-12%
22	-1%	21%	-21%
23	-9%	13%	-28%
24	-5%	37%[activator]	1%

The results go on.
item	Molecule	HCMV inh	HCV inh	TbPYK inhibitor	LmPK inhibitor
25	CCOC(=O)c1c(NC(=O)CN2C(=O)C(=O)N(C(C)C)C2=O)sc(C)c1CC	0	u	-8%	x
26	CCCCNCCOCCOc1ccc(Cl)cc1Br	-23	u	-16%	2%
27	CCc1ccc(NC(=O)c2cc(-c3ccc4c(c3)OCO4)on2)cc1	2	0%	0%	-3%
28	Cc1ccc(NCCN(C)C)c2c(=O)c3cc(O)ccc3sc12	-99*	10µM*	-14%	x
29	COc1ccccc1NC(=S)NC1CCCCCC1	-27	u	-7%	-2%
30	CCOC(=O)c1c(NC(=O)CSc2nncn2C)sc(C)c1C	16	-8%	-1%	-9%
31	C=CCn1c(SCC(=O)Nc2ccc(OC)cc2)nc2ccccc2c1=O	-19	-13%	-4%	7%
32	Cc1cc(O)c(C=Nc2ccc(N3CCOCC3)cc2)c(C)c1Cl	12	-2%	-2%	-3%
33	O=c1c(O[C@@H]2O[C@H](CO)[C@@H](O)[C@H](O)[C@H]2O)c(-c2ccc(O)cc2)oc2cc(O)cc(O)c12	x	20%	-4%	x
34	CC(c1ccccc1)n1c(NCCCn2ccnc2)nc2c1c(=O)[nH]c(=O)n2C (stereo unspecified)	97	x	x	2%
35	CCOCCCNC(=O)C1CCN(c2nc3ccc(Cl)cc3[nH]2)CC1	0	x	-4%[15.4 µM]	x
36	Cc1ccnc(NC(=O)c2ccc3c(c2)OCO3)c1	10	2%	u	14µM*

item	AmpC detergent	AMA1-RON2 inh	AmpC no deterg
25	-4%	3%	8%
26	u	-8%	29%
27	-13%	1%	-7%
28	x	-25%	x
29	-10%	1%	-24%
30	-3%	26%	-8%
31	-2%	-10%	-25%
32	-14%	-2%	-23%
33	x	49%[activator]	-13%
34	-12%	x	-8%
35	20%	x	x
36	9%	-18%	-8%

Just HCMV inh, AMA1-RON2 inh and HCV inh, for two of the compounds above:
item | Molecule | HCMV inh | AMA1-RON2 inh | HCV inh
31 | C=CCn1c(SCC(=O)Nc2ccc(OC)cc2)nc2ccccc2c1=O | -19 | -10% | -13%
26 | CCCCNCCOCCOc1ccc(Cl)cc1Br | -23 | -8% | u

Some of the entries so far, with tabs.
no.	structure	HCMV inh	HCV inh	TbPYK inhibitor	LmPK inhibitor	AmpC detergent	AMA1-RON2 inh	AmpC no deterg
29	COc1ccccc1NC(=S)NC1CCCCCC1	-27	u	-7%	-2%	-10%	1%	-24%
30	CCOC(=O)c1c(NC(=O)CSc2nncn2C)sc(C)c1C	16	-8%	-1%	-9%	-3%	26%	-8%
27	CCc1ccc(NC(=O)c2cc(-c3ccc4c(c3)OCO4)on2)cc1	2	0%	0%	-3%	-13%	1%	-7%

More records
item	Molecule	HCMV inh	HCV inh	TbPYK inhibitor	LmPK inhibitor
37	COc1ccc(CCNc2c(C)c(C)nc3ncnn23)cc1	-89*	u	-3%	0%
38	O=C1c2ccccc2C(=O)N1c1nccs1	11	14%	-5%	x
39	COc1ccc(S(=O)(=O)N2CCC(C(=O)N[C@@H](C)C(=O)NCc3cccc(OC)c3)CC2)cc1	-10	-3%	1%	2%
40	Nc1cc(=O)nc(SCC(=O)N2CCN(c3ccccc3)CC2)n1-c1ccccc1	5	x	-11%	-5%
41	COc1cc(CN2CCN(Cc3ccc([N+](=O)[O-])cc3)CC2)c([N+](=O)[O-])cc1OC	-76*	-4%	-19%	-3%
42	CC(C)CCN1CC(O)=C(c2nc(-c3ccc(Cl)cc3)cs2)C1=N	-16	3%	-1%	7%
43	Cc1cc(C)c(Cn2c(C)c(CNCc3ccccc3C)c(C(=O)O)c2C)c(C)c1	26	x	-7%	x
44	Cc1ccc(S(=O)(=O)N2CCOCC2)cc1C(=O)N1CCCC1	-26	u	1%	-1%
45	COC(=O)c1cccc(N(C(=O)CNC(=O)c2cccs2)C(C(=O)NCC2CCCO2)c2ccc(OC)c(OC)c2)c1 (stereo unspecified)	18	16%	0%	1%
46	CCCSc1ncnc2c1c(-c1ccccc1)cn2-c1ccccc1OC	-5	x	1%	x
47	N#Cc1ccc(NC(=O)c2ccc3c(c2)nnn3C2CCCC2)cc1	-9	x	-3%	x
48	O=C(N/N=C/c1ccccn1)c1ccncc1	16	8%	3%	-1%

item	AmpC detergent	AMA1-RON2 inh	AmpC no deterg
37	-14%	-8%	-24%
38	x	13%	x
39	-2%	-1%	103%[activator]
40	-11%	10%	52%
41	u	-12%	-1%[11.4 µM]
42	0%	7%	-15%
43	18%	x	x
44	-9%	27%	-8%
45	3%	-9%	40%
46	4%	x	x
47	1%	x	x
48	-1%	69%[activator]	-13%

(cont.)
item	Molecule	HCMV inh	HCV inh	TbPYK inhibitor	LmPK inhibitor
49	CN1/C(=C\C=[N+](C)c2ccccc2)C(C)(C)c2ccccc21	-95*	11µM*	-5%	-7%
50	O=C(Nc1cccc(C(F)(F)F)c1)Nc1ccc2snnc2c1	-105*	x	-8%	x
51	Cc1ccc([C@@H]2C[C@H]3[C@@H](CN2S(=O)(=O)c2ccc(C)cc2)C(=O)C[C@@H](c2ccc(Cl)cc2)N3S(=O)(=O)c2ccccc2C)cc1	-15	x	-3%	x
52	Cc1c(C(=O)N2CCCC2)c(S(=O)(=O)N2CCCCC2)c(C)n1C	0	17%	1%	6%
53	Nc1c(Cl)cc(-c2csc(N3CCCC3c3nc4cc(Cl)c(N5CCCCC5)cc4n3CCCO)n2)cc1Cl (stereo unspecified)	27	-14%[8.37 µM]	-13%	x
54	CCc1ccc(NC(=O)COCc2cc(-c3ccc(F)cc3)on2)cc1	27	x	6%	x
55	CCn1cc(C(=O)N2CCCC(C(=O)c3cccc(C(F)(F)F)c3)C2)cn1 (stereo unspecified)	-29	x	6%	x
56	O=C(NCc1ccco1)C(c1ccccc1)N(CC1CCCO1)C(=O)Cn1nnc2ccccc21 (stereo unspecified)	1	26%	-12%	0%

item	AmpC detergent	AMA1-RON2 inh	AmpC no deterg
49	-10%	-9%	-11%
50	2%	x	x
51	x	-4%	x
52	0%	11%	-2%
53	x	37%[activator]	x
54	-6%	x	x
55	x	-11%	x
56	-8%	7%	7%
